SRC1 inh: inhibits human SRC1 coactivator; inhibition, % at 3.6 µM; HEK293 GAL4-SRC1 luciferase reporter, luminescence; Q15788; actives 0.12% (n = 360,000); AID 588354;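 active means inhibition above the campaign mean plus 3 SD, with each screening campaign given its own cutoff, cut at about 60% in these data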;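 further: 0% = DMSO treated cells and 100% = gossypol at 36 µM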
TRAIL sens C8: caspase-8 TRAIL sensitization; inhibition (viability loss, TRAIL sensitization), % at 10 µM; actives 1% (n = 360,000); NB7+C8 cells + TRAIL, ATPlite viability luminescence;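 active means compounds causing at least 50% loss of cell viability in the single-dose screen, relative to plate controls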
NOD2 RIPK2 PPI: NOD2-RIPK2 protein interaction inhibition; CHO BLA complementation NOD2-RIPK2, CCF4 ratio; inhibition, % at 4.98 µM; actives 0.38% (n = 360,000); AID 624267; in the data active means inhibition above about 21%;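 further: 0% = vehicle only and 100% = reference blocker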
TROY NFkB inh: inhibitors of TROY-dependent NF-kB signaling. Q293 LMP1-TROYcd NF-kB luciferase reporter, 4 h. inhibition, % at 10 µM. actives 0.98% (n = 360,000);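 active means compounds whose plate-normalised and pattern-corrected inhibition of the luciferase reporter signal at the single screening dose is 50% or more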
LMP1 NFkB inh: inhibitors of Epstein-Barr LMP1-induced NF-kappaB reporter; LMP1-induced NF-kappaB luciferase reporter cells, luminescence; inhibition, % at 12.5 µM; actives 0.69% (n = 350,000); in the data active means inhibition above about 41%;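 further: 0% = neutral control wells and 100% = reference inhibitor control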
NR2F2 inh: inhibitors of human COUP-TFII (NR2F2); P24468; HEK293T NGFI-A luciferase reporter, luminescence; inhibition, % at 8.6 µM; actives 0.7% (n = 370,000);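 active means inhibition above a per-plate cutoff, mean inhibition of test wells between control levels plus 3 SD, cut at about 38% in these data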;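 further: cells cotransfected with COUP-TFII expression vector driving the NGFI-A reporter; 0% = median of COUP-TF2 test wells and 100% = reporter-only cells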
NCOA3 inh: inhibitors of human steroid receptor coactivator 3 (SRC3). HEK293 GAL4-SRC3 luciferase reporter, luminescence. actives 0.17% (n = 360,000). inhibition, % at 3.6 µM. AID 588352. Q9Y6Q9;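 active means inhibition above a per-campaign cutoff, the mean of all compounds plus 3 SD, cut at about 60% in these data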;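 further: 0% = DMSO-treated cells and 100% = gossypol-treated cells at 36 µM; higher means less SRC3-driven luciferase light from the GAL4 reporter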
NCOA2 inhibitor: human SRC2 (NCOA2) inhibition; Q15596; HEK293 GAL4-SRC2 luciferase reporter, luminescence; inhibition, % at 9 µM; actives 0.17% (n = 370,000);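 active means inhibition above the mean inhibition of all tested compounds plus 3 SD, set per campaign, cut at about 52% in these data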;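 further: 0% = DMSO treated cells and 100% = cells given Gossypol at 36 µM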
TLR9-MyD88 block: TLR9-MyD88 interaction inhibition | Q9NR96+Q99836 | CHO BLA complementation TLR9-MyD88, CCF4 FRET ratio | inhibition, % at 4.98 µM | actives 0.21% (n = 340,000);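 active means inhibition above the mean over all tested compounds plus 3 SD, cut at about 21% in these data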;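 further: 0% = DMSO only wells and 100% = clavulanate BLA inhibitor control wells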
Vif imaging: blocks HIV Vif function. HEK293T cells, Vif self-association by quenched fluorescence, imaging, 24 h. inhibition, % at 7.49 µM. actives 0.35% (n = 340,000). AID 602346; in the data active means inhibition above about 50%, passing the limit was not always enough; further: some results filed as inactive read as strong as hits
LRH-1 inv ag: inverse agonists of human LRH-1 (NR5A2); HEK293T StAR-luciferase reporter, LRH-1 transfected, 24 h; inhibition, % at 3.6 µM; O00482; actives 0.13% (n = 360,000);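 active means inhibition above the mean inhibition of all tested compounds plus 3 SD, cut at about 73% in these data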;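 further: 0% = DMSO wells and 100% = reporter-only cells lacking LRH-1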
* = called active by the depositor; / = no result given; & = joins results of further samples; ! = a repeat was not active. The list is partial; rates above refer to the full screens.

Second line of a record – SRC1 inh, TRAIL sens C8, NOD2 RIPK2 PPI, TROY NFkB inh, LMP1 NFkB inh, NR2F2 inh, NCOA3 inh, NCOA2 inhibitor, TLR9-MyD88 block, Vif imaging, LRH-1 inv ag
[1] CC(C)C1N(C(=O)CN2CCCCC2)CCN1S(=O)(=O)c1ccccc1 (stereo unspecified)
  -0.5, 4.1, -0.7, 10.1, -7.8, -2.5, 1.9, -3.1, -1.5, 2.1, 1.5
[2] Cc1noc(C)c1COc1cccc(C(=O)Nc2ccc(OCc3ccccc3)cc2)c1
  -15.0, 1.5, -11.8, -10.2, -13.5, 2.1, 3.5, -9.1, -2.5, /, -16.4
[3] COc1ccc(NC(C)=O)cc1NC(=O)c1cccc(S(=O)(=O)N2CCN(Cc3ccccc3)CC2)c1
  -17.9, 16.1, 1.5, -19.9, 1.5, 17.3, 11.6, 19.6, -3.4, 18.1, 26.1
[4] COc1cccc(-n2nnc3c(=O)n(CC(=O)NCC4CCCO4)cnc32)c1 (stereo unspecified)
  -1.7, 5.3, -11.7, 1.1, 0.1, 2.6, 6.7, 9.1, 0.9, 1.4, -21.5
[5] O=C(Nc1ccc(O)cc1)c1cc2n(n1)C(C(F)(F)F)CC(c1ccco1)N2 (stereo unspecified)
  -32.7, -14.7, 0.7, -30.1, -19.6, -2.5, 5.8, -15.8, 2.5, 20.1, -5.9
[6] CC(C)N(C)CCOC(=O)c1ccccc1Br
  -2.4, -8.3, 7.4, -7.7, -4.6, 4.4, 11.1, 4.5, -3.9, 2.3, 12.6
[7] CCOC(=O)c1cnc2c(c(C)nn2CC)c1NC1CC1
  -0.5, -2.2, 5.4, 11.1, 8.9, -12.6, 11.6, 3.2, 5.1, 7.9, 20.4
[8] CCOC(=O)c1cc([N+](=O)[O-])cc([N+](=O)[O-])c1Sc1ncnc2nc[nH]c12
  -40.0, 67.3*, 39.3*, -13.4, -5.3, -5.2, -10.7, -24.0, 5.2, -1.6, 4.0
[9] O=C(O)c1sc(C(=O)O)c(-c2ccccc2)c1-c1ccccc1
  4.7, 8.2, -2.6, -2.1, 1.4, -1.7, -6.9, -17.1, 10.4, -1.1, 0.9
[10] COc1cc(/C=N/NC(=O)c2cccc3ccccc23)ccc1OCC(N)=O
  -0.9, 8.3, -5.8, -4.1, 1.4, 6.6, 13.6, -19.7, 2.8, -3.2, -0.8

Laid out differently: entries from further up.
cpd | canonical_smiles | SRC1 inh | TRAIL sens C8 | NOD2 RIPK2 PPI | TROY NFkB inh | LMP1 NFkB inh | NR2F2 inh | NCOA3 inh | NCOA2 inhibitor | TLR9-MyD88 block | Vif imaging | LRH-1 inv ag
4 | COc1cccc(-n2nnc3c(=O)n(CC(=O)NCC4CCCO4)cnc32)c1 (stereo unspecified) | -1.7 | 5.3 | -11.7 | 1.1 | 0.1 | 2.6 | 6.7 | 9.1 | 0.9 | 1.4 | -21.5
10 | COc1cc(/C=N/NC(=O)c2cccc3ccccc23)ccc1OCC(N)=O | -0.9 | 8.3 | -5.8 | -4.1 | 1.4 | 6.6 | 13.6 | -19.7 | 2.8 | -3.2 | -0.8

(further entries)
Second line of a record – SRC1 inh, TRAIL sens C8, NOD2 RIPK2 PPI, TROY NFkB inh, LMP1 NFkB inh, NR2F2 inh, NCOA3 inh, NCOA2 inhibitor, TLR9-MyD88 block, Vif imaging, LRH-1 inv ag
[11] COc1ccc(Br)cc1CN(C)CC(O)COc1ccc(Br)cc1 (stereo unspecified)
  -11.7, 8.5, 0.6, 5.7, 4.7, 3.0, 16.6, -3.9, 6.4, -5.3, 2.4
[12] C=C(C)C(=O)Nc1ccc2c(c1)OCCOCCOCCO2
  -10.3, -14.8, 0.9, 1.4, -4.2, -10.6, 3.4, 6.9, -6.5, -2.2, -2.0
[13] O=C(CCCN1C(=O)C(c2ccccc2)Oc2cccnc21)NCc1ccc(F)cc1 (stereo unspecified)
  5.7, 8.6, 10.6, -8.3, 6.0, 4.4, 5.7, -19.2, -3.9, -2.8, -8.3
[14] COc1ccc(C(=O)N2CCC(C(=O)Nc3ccccc3C)CC2)cc1OC
  8.9, 1.1, -20.0, 3.7, -1.0, 13.2, 22.8, 8.3, -4.9, 4.2, -0.5
[15] COc1cccc(N2C(=O)/C(=C\c3cccs3)NC2=S)c1
  -19.7, 3.1, 6.7, -29.9, -0.5, -9.7, -14.3, -18.5, -2.4, -1.6, -37.8
[16] COc1ccc(-n2nc(C(=O)NCC(=O)N3CCCCC3)c3ccccc3c2=O)cc1
  -39.1, 32.3, -2.4, -17.4, -12.7, -17.3, -51.1, -22.6, 2.0, 1.7, -21.3
[17] c1ccc(-c2cn3c(n2)SCC3)cc1
  -18.6, 15.5, -3.1, -36.1, -5.1, -15.0, -36.6, -18.8, -0.2, 17.9, -32.7
[18] C#CCN(Cc1ccco1)C(=O)c1ccc(OC2CCN(Cc3ccccn3)CC2)cc1
  2.0, -0.5, -5.8, 2.2, -1.0, 3.8, 19.9, 14.4, -6.5, -3.3, -1.4
[19] O=C(/C=C/c1ccccc1)Oc1ccccc1C(=S)N1CCOCC1
  13.4, -6.5, 0.1, -1.1, 6.3, -6.7, 4.8, -0.8, 5.1, 2.4, -6.4
[20] CCc1nnc(NC(=O)c2cccc(S(=O)(=O)N3CCc4ccccc43)c2)s1
  0.7, 5.0, -3.1, 23.1, -4.5, -9.8, 13.1, -34.5, -4.3, 12.3, 7.6

Going on with the list:
Second line of a record – SRC1 inh, TRAIL sens C8, NOD2 RIPK2 PPI, TROY NFkB inh, LMP1 NFkB inh, NR2F2 inh, NCOA3 inh, NCOA2 inhibitor, TLR9-MyD88 block, Vif imaging, LRH-1 inv ag
[21] CCn1c(CNC(=O)c2ccc3c(c2)OCO3)nnc1SCC(=O)Nc1ccccc1F
  7.6, 8.3, 1.4, 9.8, -3.9, 1.5, -5.7, -5.0, -7.0, 2.4, 8.8
[22] Cc1ccc(C(=O)C[n+]2cc(-c3ccc(C)cc3)n3c2CCCCC3)cc1
  22.3, 32.4, 9.0, 40.6, 30.4, 46.1*, 54.1, 17.2, -7.5, -8.3, 74.0*
[23] CCS(=O)(=O)c1nc(S(=O)(=O)c2ccc(Cl)cc2)c(N2CCC(O)CC2)s1
  -9.7, 4.0, 1.5, -17.3, -11.1, -7.1, -1.1, 13.6, -4.8, -3.9, -17.6
[24] Cc1sc(NC(=O)C2CSC3(C)CCC(=O)N23)nc1-c1ccc(F)cc1 (stereo unspecified)
  -13.5, 24.3, 1.1, 6.7, 6.7, 15.7, -12.3, 2.8, -4.1, /, 12.1
[25] O=C(CSc1nnc(CNC(=O)c2ccc(F)cc2)o1)NCc1ccccc1Cl
  -32.5, -16.7, -1.1, 9.2, 0.8, 20.3, 5.8, 7.7, -4.1, -11.4, 15.9
[26] COC(=O)c1ccc2nc(-c3cccc(Br)c3)c(CC3CCCCC3)n2c1
  /, 12.1, -10.6, -52.3, /, -24.3, /, -21.2, /, /, 2.5
[27] COc1cccc(OC)c1NC(=O)c1nc2c(nnn2Cc2ccccc2Cl)c(=O)[nH]1
  9.4, 0.1, 0.5, 13.9, 3.4, 18.5, 6.0, -23.3, -5.0, -2.0, 15.7
[28] O=C(NCCc1cccc(Cl)c1)C1CCC(=O)N(Cc2ccc(Cl)cc2)C1 (stereo unspecified)
  -7.7, -1.5, -6.0, -8.6, -1.4, 11.8, -4.7, -18.8, -1.9, -3.5, 11.5
[29] COC(=O)c1ccccc1NC(=O)C1CCCO1 (stereo unspecified)
  1.7, 22.7, 0.7, 9.8, 6.9, -3.9, 1.4, 14.2, -5.4, -1.0, -17.2
[30] Nc1ccc2c(c1)[nH]c(=O)c1cc(N)ccc12
  -7.3, -7.7, 1.6, -10.6, -13.2, -14.4, -44.9, -27.4, -8.2, -1.8, 9.7

(cont.)
Second line of a record – SRC1 inh, TRAIL sens C8, NOD2 RIPK2 PPI, TROY NFkB inh, LMP1 NFkB inh, NR2F2 inh, NCOA3 inh, NCOA2 inhibitor, TLR9-MyD88 block, Vif imaging, LRH-1 inv ag
[31] CC(=O)c1ccc(N2CCN(C(=O)c3ccc4c(=O)n(-c5ccccc5)c(=O)[nH]c4c3)CC2)cc1
  -6.7, 8.4, -1.6, -14.1, 7.1, 2.8, 0.5, 11.0, -6.3, -0.9, 8.8
[32] COc1cccc2c1-c1c(O)cccc1C2=O
  2.6, -6.0, 6.5, 1.4, -0.7, 8.7, 7.0, -25.8, 8.3, -7.1, 5.0
[33] CCC(C)Sc1cc(-c2nc3ccc(C)cn3c2NCc2ccccc2)ccc1OC (stereo unspecified)
  16.1, 84.1*!, 27.2*!, 24.3&10.9, 14.4, 14.0, 12.9, 16.9, -3.1, -10.1, 15.4&5.8
[34] Cc1cc(C)c2cc(C#N)c(NCCNC(=S)NCCCN3CCOCC3)nc2c1
  1.9, 6.7, -1.2, -0.6, -2.4, 2.4, 8.9, 2.2, -2.0, -8.8, -30.7
[35] Fc1ccc(CNCc2ccccc2C(F)(F)F)cc1
  1.5, -7.3, 3.0, 8.8, -0.8, 9.5, 10.7, 1.8, -2.9, 1.0, -21.3
[36] NC1=NN=C(c2ccc3c(c2)OCCO3)CS1
  -87.2, 47.2, 7.1, 45.5, 36.5, -17.2, -56.9, -43.4, -1.4, 19.9, -84.1
[37] O=C(c1ccccc1)N1CCN(CC2CC=CCC2)CC1 (stereo unspecified)
  -11.9, 6.1, -2.0, 7.5, 1.7, -5.5, 4.6, 0.3, -13.8, -3.6, -0.8
[38] CC1(C)CC(=O)C=C(c2ccc(-c3ccccc3)cc2)C1
  -62.7, 7.1, -7.8, -38.4, -36.6, -8.6, -82.2, -52.3, -3.0, -12.3, -31.7
[39] O=C(Cc1cccs1)NNC(=O)c1ccccc1Cl
  -9.3, 10.7, -1.3, -2.6, -3.8, 6.4, 12.2, -23.2, -2.9, 13.5, 3.5
[40] Cc1ccnc(NS(=O)(=O)c2ccc(NC(=O)c3ccc(C)o3)cc2)n1
  -28.1, 1.0, -1.7, 21.0, -2.8, -13.0, 12.6, 9.1, -3.5, 14.4, -12.9

(listing goes on)
Second line of a record – SRC1 inh, TRAIL sens C8, NOD2 RIPK2 PPI, TROY NFkB inh, LMP1 NFkB inh, NR2F2 inh, NCOA3 inh, NCOA2 inhibitor, TLR9-MyD88 block, Vif imaging, LRH-1 inv ag
[41] Cc1nn(C)cc1C1Nc2ccccc2C(=O)N1O (stereo unspecified)
  -27.6, 4.2, -5.1, -3.3, -3.2, -6.2, -12.1, -25.3, 3.6, 14.8, -26.6
[42] CC(=O)N1CCc2c(sc(NC(=O)C3CCCN3S(=O)(=O)c3cccs3)c2C#N)C1 (stereo unspecified)
  -8.9, -7.8, -0.1, -3.7, -2.1, -1.1, 2.0, 0.3, -3.9, /, 29.6
[43] O=C(O)CC(c1cccc2ccccc12)N1Cc2ccccc2C1=O (stereo unspecified)
  10.2, 20.1, -5.7, -12.7, 26.5, 5.8, 13.6, 6.1, 9.2, -4.5, -4.6
[44] COc1ccc(N(C)S(=O)(=O)c2ccc3c(c2)CCN3C(=O)C2CC2)c(OC)c1
  5.1, 9.5, -22.4, 15.9, 15.1, 11.4, 13.8, -7.1, -7.3, 0.7, -19.1
[45] Cc1ccccc1-c1cc2nc(NCCOc3ccccc3)n(C)c(=O)c2s1
  -11.0, 8.9, 3.0, 4.1, /, -8.5, -63.2, -7.0, /, 23.1, -8.8

Bioassay records as filed in PubChem.
